TDP1 block = blocks human tyrosyl-DNA phosphodiesterase 1; recombinant TDP1, AlphaScreen DNA substrate cleavage; 350,000 tested, 0.28% active; Potency, µM (titrated, usually from 130 µM), without a hit: at the top dose activity change, negative = inhibition, usual class: inhibitors; also: nearly all actives have a fitted effect of over 40% in size
Target sequence (Q9NUW8 whole entry, looked up): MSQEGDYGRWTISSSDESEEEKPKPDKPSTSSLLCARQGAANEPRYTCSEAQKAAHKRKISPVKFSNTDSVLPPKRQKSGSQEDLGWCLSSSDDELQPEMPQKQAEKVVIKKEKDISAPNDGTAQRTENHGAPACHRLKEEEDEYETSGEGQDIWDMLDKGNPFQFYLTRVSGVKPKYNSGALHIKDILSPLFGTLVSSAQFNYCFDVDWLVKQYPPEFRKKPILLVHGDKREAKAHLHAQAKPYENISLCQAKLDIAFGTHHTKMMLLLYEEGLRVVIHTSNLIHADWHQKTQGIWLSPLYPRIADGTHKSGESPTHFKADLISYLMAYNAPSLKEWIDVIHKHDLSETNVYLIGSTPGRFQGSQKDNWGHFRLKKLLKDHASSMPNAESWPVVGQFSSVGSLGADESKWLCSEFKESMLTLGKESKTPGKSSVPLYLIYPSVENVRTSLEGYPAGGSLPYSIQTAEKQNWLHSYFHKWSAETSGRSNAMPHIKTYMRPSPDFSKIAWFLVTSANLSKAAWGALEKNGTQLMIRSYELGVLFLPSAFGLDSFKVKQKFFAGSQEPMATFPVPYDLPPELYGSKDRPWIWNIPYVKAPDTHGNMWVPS
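AlphaScreen read-out: signal falls as enzyme removes the 3' tyrosine-FITC from a 5'-biotinylated DNA oligo (15 nM, 5 min, RT). Enzyme was E. coli-made recombinant Tdp1 at 1 nM, exposed to compound for 15 min beforehand; beads 10 ug/ml, 10 min.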
TDP1 cell noCPT = qHTS for Inhibitors of human tyrosyl-DNA phosphodiesterase 1 (TDP1): qHTS in cells in absence of CPT; Potency, µM (titrated, usually from 46.2 µM), for the others: top-dose activity change, negative = growth inhibition, hits mostly inhibitors; DT40 Tdp1-/- hTDP1 cells, no CPT, ATP luminescence, 48 h; AID 686978, 2013; 420,000 tested, 15% active; also: nearly all actives have a fitted effect of over 55% in size
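A cellular qHTS used chicken DT40 cells lacking endogenous Tdp1 but carrying stably transfected human TDP1. Compounds were applied without camptothecin, and cell growth kinetics were judged by ATP-dependent luminescence after ≥48 hr.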
DT40 TDP1 CPT = DT40-hTDP1 cell growth loss with CPT | chicken DT40 Tdp1-/-;hTDP1 cells + 20 nM CPT, ATP luminescence, 48 h | Potency, µM (top dose mostly 46.2 µM), for inactives: at the highest dose activity change, negative = growth inhibition, hits mostly inhibitors | 420,000 tested, 12% active; also: nearly all actives have a fitted effect of over 55% in size
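Chicken DT40 Tdp1-/- cells stably complemented with human TDP1 were seeded at 400 cells/well in medium containing 20 nM camptothecin, exposed to pin-transferred compounds, and grown at 37 °C for at least 48 hr. Viability was read as ATP luminescence.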
The depositor's hits bear a star; & = joins results of further samples; [ ] = another dose, or the depositor's remark. Calls follow the shape of the dose curve; as a rule, active = well fitted curve in the direction sought with a large enough effect; inconclusive = small, poorly fitted or top-dose-only effect, or another doubt; inactive = no such curve, though single readings can be large; an effect the other way counts as inactive or inconclusive. % is scaled to controls: 0 for no effect and ±100 for the full control effect; potency is read from the fitted curve at half-maximal effect. Outcome played no part in choosing rows; about 18% have a hit in one of these screens.

CC(C)(CO)CNC(=O)CC1C(=O)NCCN1CC(c1ccccc1)c1ccccc1 (configuration not stated) was read as TDP1 block 8%, TDP1 cell noCPT 11% and DT40 TDP1 CPT 8%.
Screening CN(C1CCCCC1)S(=O)(=O)c1ccc(NC(=O)C2CCCCC2)cc1 returned TDP1 block 5%, TDP1 cell noCPT 21µM* and DT40 TDP1 CPT 16µM*.
`O=C(Cn1nc(-c2ccccc2)c2c(c1=O)CCCC2)Nc1ccc(F)c(Cl)c1` gave TDP1 block 7%, TDP1 cell noCPT -6% and DT40 TDP1 CPT -12%.
Screening CCOC(=O)C1(CCc2ccccc2)CCN(C(=O)CCn2cncn2)CC1 returned TDP1 block 5%, TDP1 cell noCPT -21% and DT40 TDP1 CPT 2%.
For Cc1cc(N2C(=O)C(O)=C(C(=O)c3ccc(C)o3)C2c2ccc([N+](=O)[O-])cc2)no1 (configuration not stated) the results were TDP1 block 6%, TDP1 cell noCPT inconclusive and DT40 TDP1 CPT inconclusive.
COc1ccc(S(=O)(=O)N2CCCCC2)cc1NC(=O)C1CCCC1 was read as TDP1 block 1%, TDP1 cell noCPT -19% and DT40 TDP1 CPT 4%.
Cc1ccc(-c2ccc(/C=N/NC(=O)CN3CCOCC3)o2)cc1[N+](=O)[O-] was read as TDP1 block 4%, TDP1 cell noCPT inconclusive and DT40 TDP1 CPT 23µM*.
`O=C(Nc1ccc(F)cc1F)c1cc(-c2ccc3c(c2)OCO3)on1` gave TDP1 block -3%&2%, TDP1 cell noCPT 0%&11% and DT40 TDP1 CPT 5%&10%.
Screening CC(=O)NC(C(=O)OCC(=O)N(c1ccccc1)c1ccccc1)C(C)C (configuration not stated) returned TDP1 cell noCPT inconclusive and DT40 TDP1 CPT -28%.
Screening COc1ccc(CNS(=O)(=O)c2c(C(=O)N3CCCCC3)c(C)n(C)c2C)cc1 returned TDP1 block 2%, TDP1 cell noCPT 2% and DT40 TDP1 CPT -4%.
Cc1cccc(N(C2C=CS(=O)(=O)C2)S(=O)(=O)c2ccccc2)c1 (configuration not stated) was read as TDP1 block 5%, TDP1 cell noCPT -1% and DT40 TDP1 CPT 6%.
For COc1cc(/C=C(/C#N)C(=O)NC(C)c2ccccc2)cc(OC)c1O (configuration not stated) the results were TDP1 cell noCPT inconclusive and DT40 TDP1 CPT -21%.
`O=C(N/N=C/c1ccc(O)cc1O)/C(=C/c1ccccc1)CCO` gave TDP1 block 8%, TDP1 cell noCPT inconclusive and DT40 TDP1 CPT inconclusive.
O=C(COc1ccc(Cl)cc1)N1CCN(C(=O)c2cccc(F)c2)CC1 was read as TDP1 block 2%, TDP1 cell noCPT -3% and DT40 TDP1 CPT -16%.
For COc1ccc(Cc2nnc(NS(=O)(=O)c3ccccc3)s2)cc1 the results were TDP1 block 2%, TDP1 cell noCPT -5% and DT40 TDP1 CPT 6%.
C[C@@H]1CN([C@H](C)CO)C(=O)c2cc(-c3ccc(C(=O)N(C)C)cc3)cnc2O[C@@H]1CN(C)C(=O)c1cccnc1 was read as TDP1 cell noCPT 8% and DT40 TDP1 CPT 4%.
For FC(F)c1nnc2c(Cl)cc(C(F)(F)F)cn12 the results were TDP1 block 0%, TDP1 cell noCPT -2% and DT40 TDP1 CPT 0%.
O=C(Nc1cc(C(F)(F)F)ccc1N1CCCCC1)c1ccco1 was read as TDP1 block 3%, TDP1 cell noCPT inconclusive and DT40 TDP1 CPT -2%.
`COc1cc2c(=O)n(CC3CCCO3)c(=O)n(CC(=O)Nc3ccccc3)c2cc1OC` (configuration not stated) gave TDP1 cell noCPT -29% and DT40 TDP1 CPT -19%.
`CC(C)CNC(=S)Nc1ccccc1F` gave TDP1 block 0%, TDP1 cell noCPT -28% and DT40 TDP1 CPT inconclusive.

Reprinted at random: two entries already listed, in no set order.
For FC(F)c1nnc2c(Cl)cc(C(F)(F)F)cn12 the results were TDP1 block 0%, TDP1 cell noCPT -2% and DT40 TDP1 CPT 0%.
`O=C(Cn1nc(-c2ccccc2)c2c(c1=O)CCCC2)Nc1ccc(F)c(Cl)c1` gave TDP1 block 7%, TDP1 cell noCPT -6% and DT40 TDP1 CPT -12%.

Later entries
CC(=O)Nc1ccc(OCc2ccccc2)cc1[N+](=O)[O-] was read as TDP1 cell noCPT -20% and DT40 TDP1 CPT -13%.
Cc1ccc(C(=O)N2CC(C(=O)O)C2)cc1 was read as TDP1 block -3%, TDP1 cell noCPT inconclusive and DT40 TDP1 CPT -4%.
`COc1cccc(C(=O)NCC(c2cccs2)N2CCc3ccccc32)c1` (configuration not stated) gave TDP1 block 3%, TDP1 cell noCPT inconclusive and DT40 TDP1 CPT 13µM*.
`O=C(O)c1cc(-n2nnnc2SCc2ccc([N+](=O)[O-])cc2)ccc1Cl` gave TDP1 cell noCPT -10% and DT40 TDP1 CPT 21%.
CN1CCN(c2ccc(NC(=O)c3ccccc3)cc2)CC1 was read as TDP1 cell noCPT 28% and DT40 TDP1 CPT 0%.
Screening CC(NC(=O)c1sc2ccccc2c1Cl)C1CCCO1 (configuration not stated) returned TDP1 block 5%, TDP1 cell noCPT inconclusive and DT40 TDP1 CPT 21µM*.
Screening COC(=O)c1cc(OC)c(OC)cc1NC(=O)Nc1ccc(OC)cc1 returned TDP1 block 1%, TDP1 cell noCPT -5% and DT40 TDP1 CPT 2%.
NC(=O)c1ccc(NC(=O)COc2coc(CN3CCc4ccccc4C3)cc2=O)cc1 was read as TDP1 block -3%, TDP1 cell noCPT -23% and DT40 TDP1 CPT inconclusive.
Screening C=CCNC(=O)c1onc(CSc2cccc(OC)c2)c1C(=O)O returned TDP1 block 5%, TDP1 cell noCPT -1% and DT40 TDP1 CPT -10%.
`O=C(c1ccco1)N1CCN(c2cc(C(F)(F)F)nc3ncnn23)CC1` gave TDP1 block 6%, TDP1 cell noCPT -20% and DT40 TDP1 CPT -13%.
`COc1ccccc1NS(=O)(=O)c1cc(NC(=O)Cn2cnc3c2c(=O)n(C)c(=O)n3C)ccc1C` gave TDP1 block 5%, TDP1 cell noCPT -12% and DT40 TDP1 CPT 1%.
NC(=O)c1ccc(NC(=O)Cc2cccs2)cc1 was read as TDP1 block 0%, TDP1 cell noCPT -3% and DT40 TDP1 CPT -13%.
Screening Cc1cc(C)cc(OCC(=O)Nc2cccc(-c3nc4ccccc4[nH]3)c2)c1 returned TDP1 block 10%, TDP1 cell noCPT -85% and DT40 TDP1 CPT inconclusive.
`CCOc1ccc(N=C2NC(=O)C(CC(=O)Nc3ccccc3)S2)cc1` (configuration not stated) gave TDP1 block 2%, TDP1 cell noCPT -3% and DT40 TDP1 CPT -5%.
For BrC(=C\c1ccccc1)/C=N/n1cnnc1 the results were TDP1 block -2%, TDP1 cell noCPT 0.58µM* and DT40 TDP1 CPT 0.29µM*.
`Cc1nc2cccnc2n1-c1cccc(C(=O)NCCc2ccc(S(N)(=O)=O)cc2)c1` gave TDP1 block 3%, TDP1 cell noCPT -6% and DT40 TDP1 CPT -3%.
For CC(C)(C)c1ccc(OC(=O)CN2C(=O)C3C4CCC(C4)C3C2=O)cc1 (configuration not stated) the results were TDP1 block 3%, TDP1 cell noCPT -22% and DT40 TDP1 CPT -8%.
`CCC(C)N1CCNCC1` (configuration not stated) gave TDP1 block 1%, TDP1 cell noCPT -4% and DT40 TDP1 CPT -15%.
`CCOc1cc(-c2cc(-c3ccc(C)o3)nc(N)c2C#N)ccc1O` gave TDP1 block -2%, TDP1 cell noCPT 16µM* and DT40 TDP1 CPT 16µM*.
For Cc1c(NC(=O)/C(C#N)=C/c2ccc(-c3ccc(Cl)cc3)o2)c(=O)n(-c2ccccc2)n1C the results were TDP1 block 3%, TDP1 cell noCPT 15µM* and DT40 TDP1 CPT 10µM*.
Screening Cn1c(=O)n(C)c2cc(/C=C3/NC(=O)N(Cc4ccccc4)C3=O)ccc21 returned TDP1 block 5%, TDP1 cell noCPT -1% and DT40 TDP1 CPT -7%.
For CCc1cc(-c2n[nH]c(C)c2-c2ccccc2Cl)c(O)cc1OC the results were TDP1 cell noCPT -29% and DT40 TDP1 CPT inconclusive.
For O=C(N/N=C/c1ccc(OC(=O)c2cccs2)cc1)c1ccccn1 the results were TDP1 block 3%[56.1 µM], TDP1 cell noCPT -25% and DT40 TDP1 CPT -10%.
For O=C(CCCc1ccccc1)N1CCN(C2CCCCC2)CC1 the results were TDP1 cell noCPT inconclusive and DT40 TDP1 CPT inconclusive.
For COC1=C(OC)c2ccccc2C(C(=O)O)N/C1=C(/C)Nc1ccncc1 (configuration not stated) the results were TDP1 block 5%, TDP1 cell noCPT -24% and DT40 TDP1 CPT -13%.
`COc1cc(C(=O)NCc2ccc3c(c2)cc(C)n3C)cc(OC)c1OC` gave TDP1 block 3%, TDP1 cell noCPT inconclusive and DT40 TDP1 CPT inconclusive.
For CCN1C(=O)[C@@H]2[C@@H](c3ccc(-c4ccc(C(C)=O)cc4)c(OC)c3)N3CCCC[C@@]3(C(=O)OC)[C@@H]2C1=O the results were TDP1 block 2%, TDP1 cell noCPT 15µM* and DT40 TDP1 CPT inconclusive.
`CS(=O)(=O)c1cccc(C(=O)OCC(=O)c2ccc3c(c2)OCCO3)c1` gave TDP1 block -6%, TDP1 cell noCPT inconclusive and DT40 TDP1 CPT -10%.
CC(=O)N(C)c1ccc(NS(=O)(=O)Cc2ccccc2)cc1 was read as TDP1 block 5%, TDP1 cell noCPT -9% and DT40 TDP1 CPT -4%.
Screening Cn1c(=O)c2c(nc(SCc3ccc(C(=O)O)cc3)n2C)n(C)c1=O returned TDP1 cell noCPT -26% and DT40 TDP1 CPT 8%.
`O=C(Nc1ccc(OC(F)F)cc1)c1nc(S(=O)(=O)Cc2ccccc2F)ncc1Cl` gave TDP1 cell noCPT 1µM* and DT40 TDP1 CPT 0.45µM*.
`CCOc1ccc(NC(=S)N2CCN(S(=O)(=O)c3ccc(C)cc3)CC2)cc1` gave TDP1 block 3%[56.1 µM], TDP1 cell noCPT -12% and DT40 TDP1 CPT 16%.
Screening COc1ccc(/C(N)=N/OC(=O)Cc2ccccc2OC)cc1 returned TDP1 cell noCPT -17% and DT40 TDP1 CPT -9%.
For O=c1cc(-c2ccccc2Cl)oc2c(NS(=O)(=O)c3cccs3)ccc(O)c12 the results were TDP1 cell noCPT -19% and DT40 TDP1 CPT -16%.
O=C(c1ccc(C(F)(F)F)cc1)C1CCCN(C(=O)c2csnn2)C1 (configuration not stated) was read as TDP1 cell noCPT inconclusive and DT40 TDP1 CPT inconclusive.
Brc1cccc(-c2nc(-c3ccncc3)no2)c1 was read as TDP1 block 5%, TDP1 cell noCPT inconclusive and DT40 TDP1 CPT -29%.
For Cn1ncc(Br)c1NC(=O)c1ccco1 the results were TDP1 cell noCPT 0% and DT40 TDP1 CPT 3%.
Screening COc1ccccc1NS(=O)(=O)c1ccc2oc(=S)[nH]c2c1 returned TDP1 block 7%, TDP1 cell noCPT inconclusive and DT40 TDP1 CPT -10%.
`N#Cc1nc(-c2ccccc2)oc1NCCN1CCCCC1` gave TDP1 block 7%, TDP1 cell noCPT -19% and DT40 TDP1 CPT -9%.
CCOC(=O)c1cc(-c2ccccc2)n(CC(=O)NC(C)(C)C)c1C was read as TDP1 block -1%, TDP1 cell noCPT inconclusive and DT40 TDP1 CPT inconclusive.
Screening CCOc1ccc(-c2nc(CCl)cs2)cc1OC returned TDP1 block 5%, TDP1 cell noCPT 13µM* and DT40 TDP1 CPT 10µM*.
O=c1cc(CN2CCN(c3ccccc3)CC2)nc2scc(-c3ccccc3)n12 was read as TDP1 block 6%, TDP1 cell noCPT 23µM* and DT40 TDP1 CPT inconclusive.
`O=C(c1cc(C(F)(F)F)cc(C(F)(F)F)c1)N1CCC[C@@]2(CCN(c3ccccn3)C2)C1` gave TDP1 cell noCPT inconclusive and DT40 TDP1 CPT 16µM*.

Gathered by group: those above containing a thiophene ring, fused or not (5)
`COc1cccc(C(=O)NCC(c2cccs2)N2CCc3ccccc32)c1` (configuration not stated) gave TDP1 block 3%, TDP1 cell noCPT inconclusive and DT40 TDP1 CPT 13µM*.
Screening CC(NC(=O)c1sc2ccccc2c1Cl)C1CCCO1 (configuration not stated) returned TDP1 block 5%, TDP1 cell noCPT inconclusive and DT40 TDP1 CPT 21µM*.
NC(=O)c1ccc(NC(=O)Cc2cccs2)cc1 was read as TDP1 block 0%, TDP1 cell noCPT -3% and DT40 TDP1 CPT -13%.
For O=C(N/N=C/c1ccc(OC(=O)c2cccs2)cc1)c1ccccn1 the results were TDP1 block 3%[56.1 µM], TDP1 cell noCPT -25% and DT40 TDP1 CPT -10%.
For O=c1cc(-c2ccccc2Cl)oc2c(NS(=O)(=O)c3cccs3)ccc(O)c12 the results were TDP1 cell noCPT -19% and DT40 TDP1 CPT -16%.

Bioassay records (PubChem)
